# Screens deposited in PubChem by National Center for Advancing Translational Sciences (NCATS).
# AID inh: Primary qHTS assay for inhibitors of Activation Induced Cytidine Deaminase (AID): AID signal | Single-stranded DNA cytosine deaminase (Homo sapiens), Q9GZX7 | AID deamination FRET fluorescence, UDG-coupled, 4 h | Potency, µM (top dose mostly 115 µM), for inactives: at the highest dose activity change, negative = inhibition, hits mostly inhibitors | actives 0.32% (n = 91,000) | AID 1347428, 2020; also: nearly all actives have a fitted effect of over 25% in size
# Target sequence (Q9GZX7 whole entry, looked up): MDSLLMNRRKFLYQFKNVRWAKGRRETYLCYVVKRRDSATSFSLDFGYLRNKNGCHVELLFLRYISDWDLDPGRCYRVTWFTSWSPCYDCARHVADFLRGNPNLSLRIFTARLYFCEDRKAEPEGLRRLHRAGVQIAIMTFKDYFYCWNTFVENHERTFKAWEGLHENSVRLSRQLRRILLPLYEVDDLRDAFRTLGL
# UDG counterscr: Primary qHTS assay for inhibitors of Activation Induced Cytidine Deaminase (AID): UDG Counterscreen signal | Potency, µM (series often up to 115 µM), for inactives: top-dose activity change, negative = inhibition, hits mostly inhibitors | FRET deamination/UDG coupled assay, UDG read, 4 h | actives 0.14% (n = 91,000) | Uracil-DNA glycosylase; also: nearly all actives have a fitted effect of over 65% in size
# * marks the source's active call; other numbers are inactive results; u = inconclusive; [ ] = dose if it differs, or a comment. Calls follow the shape of the dose curve; as a rule, active = well fitted curve in the direction sought with a large enough effect; inconclusive = small, poorly fitted or top-dose-only effect, or another doubt; inactive = no such curve, though single readings can be large; an effect the other way counts as inactive or inconclusive. % is scaled to controls: 0 for no effect and ±100 for the full control effect; potency is read from the fitted curve at half-maximal effect. The list is partial. The share of hits here may be higher or lower than overall.
# Order of values: AID inh	UDG counterscr
> Brc1ccc(-c2noc(-c3ccccc3)n2)o1
    -25%	0%
> CC(C)Oc1cccc(C2CC(=O)Nc3cc4c(cc32)OCO4)c1 (stereo not given)
    -14%	36%[activator]
> Fc1ccccc1-c1nnc(SCc2cccc(F)c2F)n1C1CC1
    -2%	10%
> CSCCC(NC(=O)c1ccccc1Br)C(=O)Nc1ccc(F)cc1F (stereo not given)
    -2%	0%
> O=C(NCC1(c2ccccc2)CCC1)c1cc(=O)[nH]c2ccccc12
    -1%	1%
> NCCC(=O)Nc1ccccc1
    5%	2%
> O=C(NC(NC(=O)c1ccccc1)c1ccc(Cl)cc1Cl)c1ccccc1
    -9%	-14%
> O=C(Nc1ccncc1)C12CC3CC(CC(Br)(C3)C1)C2
    3%	14%
> COc1ccc(N(C)C(=O)Cn2cc(S(=O)(=O)N3CCN(c4ccccc4F)CC3)c3ccccc3c2=O)c(OC)c1
    7%	-16%
> COc1ccc(C)cc1-n1nnc(-c2nc(-c3cccs3)no2)c1N
    3%	-5%
> CCOC(=O)c1noc2nc(C)nc(Nc3ccc(CC)cc3)c12
    -8%	-1%
> CCCN1CCN(CCCNC(=O)c2ccc3c(c2)sc2nc(-c4ccc(OC)cc4)cn23)CC1
    -4%	6%[57.5 µM]
> O=C(NCc1ccccc1)c1ccc2c(c1)N(Cc1ccccc1F)C(=O)c1ccccc1S2=O (stereo not given)
    -9%	-13%
> COc1ccc(-c2nc3sc(CCNC(=O)C(=O)Nc4ccc(C)c(F)c4)c(C)n3n2)cc1
    9%	-4%
> Cc1ccccc1-c1noc(CSc2nc3ccccc3[nH]2)n1
    23%	1%
> O=C(O)CC(Cc1ccccc1)C(=O)O (stereo not given)
    -9%	-11%
> CC(C)Cc1nn2c(=O)cc(COC(=O)c3cccc(NC(=O)c4ccccc4)c3)nc2s1
    9%	2%
> CC(C)c1ccc(S(=O)(=O)NCC(c2cccnc2)S(=O)(=O)c2ccccc2)cc1 (stereo not given)
    -2%	-1%
> Cc1cccc(C(=O)Nc2cc3c(cc2SCc2ccco2)n(C)c(=O)n3C)c1
    -13%	-11%
> COc1ccccc1NC(=O)c1c(-n2cnnn2)sc(C)c1C
    3%	-3%
> CC(NC(=O)c1occc1-c1ccccc1)c1ccco1 (stereo not given)
    -5%	-2%
> CCc1ccccc1N1C(=O)N(Cc2cccc(Cl)c2)c2ccccc2S1(=O)=O
    -16%	-10%
> CC(Oc1ccccc1)C(=O)Nc1ccc(C(=O)OCc2cc(=O)n3nc(C4CC4)sc3n2)cc1 (stereo not given)
    8%	1%
> CC(C)OCCCNC(=O)CN1C(=O)c2cccnc2Sc2ccccc21
    2%	7%
> COc1ccc(/C=C2\N=C(SC)SC2=O)cc1
    -5%	-5%
> CC(C)OCCCNC(=O)c1c2c(nc3ccccc13)C(=O)N(C1CCCCC1)C2
    7%	-2%
> CCCCN(CCCC)c1ncnc2c1cnn2-c1cccc(C)c1
    0%	0%
> CCOC(=O)c1ccc(NCc2ccnc(N3CCOCC3)c2)nc1
    7%	4%
> COc1ccc(CCN2C(=O)c3oc4cc(C)cc(C)c4c(=O)c3C2c2ccc(F)cc2)cc1OC (stereo not given)
    15%	20%
> CCc1nn(CC(=O)NCc2ccccc2Cl)c(=O)c2cc3ccccc3n12
    -12%	3%
> COc1ccc(-c2nc(CN3CCC(C(=O)NCc4ccccc4)CC3)c(C)o2)cc1OC
    11%	-17%
> COc1ccc(-c2nc3ncccn3c2Nc2ccc3c(c2)OCCO3)cc1
    2%	2%
> Cc1cccc(NC(=O)c2ccc(N(Cc3ccccc3)S(C)(=O)=O)cc2)c1
    18%	-5%
> CCOC(=O)C1CCN(c2nc3c(S(=O)(=O)c4ccc(Br)cc4)nnn3c3ccsc23)CC1
    u	67%[activator]
> O=C(O)C1CCCCC1C(=O)NC1CCCCCCC1 (stereo not given)
    -5%	-9%
> CC1=C/C(=N\NC(=S)Nc2ccccc2F)CC1
    6%	-3%
> CCOC(=O)COc1ccc(C2C(C(=O)OC)=C(C)NC3=C2C(=O)c2ccccc23)cc1Cl (stereo not given)
    53%[activator]	0%
> Cc1ccc(Nc2nc(CSc3nnnn3C3CCCC3)cs2)cc1
    -21%	-19%
> O=C(CSc1ccccn1)c1ccc(C2CC2(Cl)Cl)cc1 (stereo not given)
    -6%	-8%
> Cn1ncc2c(Nc3cc(C(F)(F)F)ccc3Cl)ncnc21
    u	-6%[57.5 µM]
> Cc1cc(NC(=O)N(Cc2ccco2)C2CC2)n(C)n1
    2%	3%
> COc1ccc(-c2cnn3c2NC(=O)CC3C(=O)Nc2ccc(F)c(Cl)c2)cc1OC (stereo not given)
    -1%	2%
> COc1cc(CNC(=O)c2ccc3nc(CCc4ccccc4)oc3c2)cc(OC)c1OC
    -10%	0%
> O=C(O)C(Cc1c[nH]c2ccccc12)NCc1ccccc1 (stereo not given)
    5%	8%
> NS(=O)(=O)c1ccc(N/N=C/c2ccc(Cl)c(Cl)c2)c([N+](=O)[O-])c1
    -3%	1%
> CC(C)CCn1nc(C(=O)OC/C(O)=C(\C#N)c2nc3ccccc3[nH]2)c2ccccc2c1=O
    9%	0%
> CCc1nnc2c(Nc3ccc(Br)c(C)c3)nc3ccccc3n12
    u	-6%
> Cc1ccccc1C(=O)NCCc1c[nH]c2ccccc12
    8%	2%
> Cc1ccccc1CS(=O)(=O)c1ncc(Cl)c(C(=O)Nc2nnc(C(C)C)s2)n1
    18%	-5%
> COc1ccc2cnn(CC(=O)Nc3ccc(F)cc3)c(=O)c2c1OC
    -5%	-4%
> CC(=O)c1ccc(NC2OCC(O)C(O)C2O)cc1 (stereo not given)
    2%	2%
> COc1ccc(N2CCN(C(=O)CCn3cnc4onc(-c5ccc(F)cc5)c4c3=O)CC2)cc1
    -2%	u
> Cc1ccc2sc(N3CCN(C(=O)CCS(=O)(=O)c4ccc(Cl)cc4)CC3)nc2c1C
    15%	-15%
> COc1cc(C2CC(=O)N(CC(=O)Nc3ccccc3F)c3ccccc3S2)cc(OC)c1OC (stereo not given)
    -8%	2%
> Cc1ccc(NC(=O)CSc2nc3ccccc3nc2Cc2ccccc2)c(Cl)c1
    10%	-5%
> O=C(/C=C/c1ccc(-c2ccc(Cl)cc2Cl)o1)c1ccc(Br)cc1
    -1%	-16%
> Cc1ccc(C(=O)NC(Nc2ccc(C)c(C)c2)C(Cl)(Cl)Cl)cc1 (stereo not given)
    -10%	-3%
> COc1ccc(N2CCN(C(=O)CCn3nc(C)c(S(=O)(=O)N4CCCC4)c3C)CC2)cc1
    -8%	0%
> COc1ccc(CCNC(=O)c2cc3c(=O)n4cccc(C)c4nc3n2C)cc1
    20%	13%
> Cc1cc(C(C)(C)C)c(O)c(C)c1CC1=NCCN1
    5%	-1%

# (listing goes on)
# Order of values: AID inh	UDG counterscr
> COc1cccc(CNC(=O)c2ccc3c(c2)sc2nc(-c4cccc(OC)c4)cn23)c1
    -14%	-13%[57.5 µM]
> Cc1ccc(C(=O)c2cn(CC(=O)NCc3ccccc3)c3nc(C)ccc3c2=O)cc1
    -2%	-1%
> Cc1cc(C)c(NC(=O)Cn2c(=O)oc3cc(S(=O)(=O)N4CCCCCC4)ccc32)c(C)c1
    -20%	-10%
> Clc1ccccc1N/N=C/c1cccc(/C=N/Nc2ccccc2Cl)c1
    -10%	-4%
> Cc1ccccc1CN1C(=O)c2ccccc2S(=O)c2ccc(C(=O)NC3CCC(C)CC3)cc21 (stereo not given)
    2%	-2%[57.5 µM]
> CC(=O)c1cccc(NC(=O)C(C)N(C)Cc2ccccc2N2CCCCC2)c1 (stereo not given)
    u	-8%
> CC1CCC(NC(=O)C2(C)Cc3ccccc3C(=O)N2Cc2ccccc2Cl)CC1 (stereo not given)
    0%	-1%
> Cc1ccccc1Oc1nc2c(c(=O)n(C)c(=O)n2C)n1Cc1ccc(Br)cc1
    9%	-10%
> O=C(COC(=O)c1cc(=O)c2ccccc2o1)Nc1ccc(F)cc1F
    6%	1%
> N#Cc1ccccc1CNc1ccc(Cl)cc1F
    -13%	-9%
> O=C(NCCc1ccccc1)c1ccc(Cn2c(SCc3ccccc3)nc3cccnc32)cc1
    11%	-11%
> CCOC(=O)CCCNC(=O)c1cc(-c2ccncc2)nc2ccccc12
    0%	8%
> O=C(CSc1nc2cc(Cl)ccc2s1)NCCc1ccccc1
    -2%	-1%
> CCc1ccc(C(CN)c2c[nH]c3ccccc23)cc1 (stereo not given)
    -5%	-6%
> Cc1cc(C)c(C#N)c(SCc2cc(=O)oc3cc(C)c(O)cc23)n1
    42%[activator]	-7%
> CO/N=C/c1ccccc1OCc1ccc(C(=O)OC)cc1
    -6%	1%
> CCCN(C(=O)Cn1nc(Cc2ccncc2)c2ccccc2c1=O)c1ccc(F)cc1
    -10%	3%
> Cc1ccc(C2C(C#N)=C(N)OC3=C2C(=O)CC(C)(C)C3)o1 (stereo not given)
    -3%	3%
> O=C(Cn1nc(Cc2cccnc2)c2ccccc2c1=O)Nc1ccc(F)c(Cl)c1
    41%[activator]	7%[57.5 µM]
> CN(/C=C/C(=O)/C=C/N(C)c1ccccc1)c1ccccc1
    101%[activator]	-1%
> COc1ccc(S(=O)(=O)NCC(c2ccc(N(C)C)cc2)N2CCOCC2)cc1 (stereo not given)
    -28%	-12%
> CCOC(=O)c1[nH]c(C)c(C(=O)OCC#N)c1C
    7%	0%
> Fc1cccc(/C=C/c2nc3ccccc3o2)c1
    -12%	0%
> O=C(NC1CCCC1)c1ccc2c(=O)n(Cc3ccccc3)c(SCc3ccccc3)nc2c1
    6%	4%
> CC(C)OCCCN1C(=O)c2[nH]nc(-c3ccccc3O)c2C1c1ccc(OCc2ccccc2)cc1 (stereo not given)
    u	-5%
> COc1ccc(CCNC(=O)c2cc(Sc3cccc(Cl)c3)nc3ccccc23)cc1OC
    6%	-5%
> COc1ccc(-c2nc(Cn3nnc(C(=O)Nc4ccc5c(c4)OCCO5)c3N)c(C)o2)cc1
    -11%	-16%
> O=C(CC(c1ccccc1)S(=O)(=O)c1ccccc1)c1ccc(F)cc1 (stereo not given)
    2%	4%
> CCCOc1ccc(-c2nc(C#N)c(NCc3ccco3)o2)cc1
    -7%	-6%
> CCOc1ccc(OCC)c(NS(=O)(=O)c2ccc3[nH]c(=O)ccc3c2)c1
    8%	6%
> CCCCN(CC)CCCNC(=O)c1cc2c(=O)[nH]c3ccccc3c2s1
    -2%	14%
> C=Cc1ccc(Cn2c(=O)n(-c3ccc(C)cc3)c(=O)c3c2c2cc(OC)ccc2n3C)cc1
    11%	5%
> COc1cc(/C=C(/C#N)C(=O)c2c(Cl)cccc2Cl)cc(OC)c1OC
    4%	10%
> O=C1CCSC2(C(=O)N(Cc3ccc(F)cc3)c3ccccc32)N1c1ccccc1 (stereo not given)
    -11%	-6%
> CC(C)c1cccc(N/C=C/C(=O)c2ccc(Br)cc2)c1
    0%	5%
> CC(C)(CO)NC(=O)C12CC3CCC(CC(C3)C1)C2
    6%	5%
> COc1ccc(-c2cc3nccc(-c4cc(Cl)c(C)cc4O)n3n2)cc1
    -23%	-4%
> O=C(NCc1ccccc1Cl)c1ccc(CS(=O)(=O)c2ccc(Br)cc2)o1
    u	u
> COCCNC(=O)Nc1cc(C(=O)NCc2ccc(C(C)C)cc2)ccc1N1CCCC1
    -17%	0%
> N#Cc1ccc(/C=C/C(=O)c2ccc3c(c2)CCO3)cc1
    -22%	-7%
> CSc1ccccc1NC(=O)C1=CC(c2ccc3c(c2)OCO3)=NS(=O)(=O)N1C
    -1%	-9%
> Cn1c(CNC(=O)c2ccc3c(c2)OCO3)nnc1SCC(=O)c1ccccc1
    -8%	2%
> COc1cc(C2C3=C(CCCC3=O)OC3=C2C(=O)CCC3)cc(Br)c1OCC(=O)O
    -5%	-4%
> CCOC(=O)CC(NC(=O)CCc1c(C)nc2cc(-c3ccccc3)nn2c1C)c1ccc(C)cc1 (stereo not given)
    -1%	-4%
> COc1ccc(C)cc1NC(=O)c1nnn(-c2c(C)cccc2C)c1C
    u	-29%
> CCOC(=O)c1ccc(NC(=O)C(CC)Sc2nc3ncccc3[nH]2)cc1 (stereo not given)
    -16%	0%[57.5 µM]
> CCCc1cc(=O)oc2cc(C)cc(OCC(=O)NCCCn3ccnc3)c12
    2%	-1%
> Cc1ccc(C)c(Cn2c3ccccc3c3cnn(CC(=O)NCCc4ccccc4)c(=O)c32)c1
    6%	-1%[57.5 µM]
